# Screening results from PubChem.
# HIV peptide binding: inhibitors of HIV fusion peptide binding, primary screen, biochemical, uHTS, fluorescence dequenching (AID 1986) | cell-free peptide binding, fluorescence dequenching, 30 min; higher % means a stronger effect | one-dose inhibition, % at 20 µM; IC50 in µM for titrated hits | actives 0.3% (n = 290,000); in the data active = inhibition mostly above about 52%, no sharp cut-off; inactive = mostly below about 76%; note: some results filed as inactive read as strong as hits
# GPR55 beta-arrestin: GPR55 agonists via beta-arrestin recruitment, primary screen, imaging, U2OS cells, beta-arrestin-GFP redistribution (AID 1961) | U2OS GPR55 beta-arrestin-GFP redistribution imaging; higher % means a stronger effect | actives 0.048% (n = 290,000) | G-protein coupled receptor 55 (Homo sapiens) | one-dose activation, % at 10 µM; EC50 in µM for titrated hits;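 active = activation above 40% with more than 50 cells counted in the well; inconclusive = wells holding fewer than 50 cells, flagged as toxic or sparse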;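 note: U2OS osteosarcoma cells stably expressing GPR55 and beta-arrestin-GFP; plate controls were DMSO negative control for no effect and LPI positive control for full effect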
# NOD1 NF-kB reporter: NOD1 signaling inhibitors, primary screen, cell-based, luminescence, uHTS (AID 1578); NOD1-driven NF-kB luciferase reporter cells, luminescence; higher % means a stronger effect; inhibition, % at 4 µM; hits with a dose series show EC50 in µM; actives 1% (n = 290,000); in the data active = inhibition mostly above about 36%, no sharp cut-off; inactive = mostly below about 34%;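 note: HEK-293T reporter cells stimulated with the NOD1 agonist gamma-tri-DAP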
# AID2073: inhibitors of Mint1-CaV2.2 protein interaction, biochemical, HTRF (AID 2073); Voltage-dependent N-type calcium channel subunit alpha-1B (Homo sapiens); HTRF protein-protein interaction, Mint1-CaV2.2; higher % means a stronger effect; inhibition, % at 20 µM; hits with a dose series show IC50 in µM; actives 0.19% (n = 290,000); in the data active = inhibition mostly above about 51%, no sharp cut-off; inconclusive = no clear call, values can overlap the other calls; inactive = mostly below about 53%; note: some results filed as inactive read as strong as hits
# GPR35 arrestin U2OS: GPR35 antagonists blocking zaprinast-driven arrestin recruitment, primary screen, imaging, U2OS, beta-arrestin-GFP, zaprinast agonist (AID 2058); G-protein coupled receptor 35 (Homo sapiens); actives 0.052% (n = 290,000); U2OS GPR35 beta-arrestin-GFP translocation imaging, zaprinast antagonism; higher % means a stronger effect; inhibition, % at 10 µM; hits with a dose series show IC50 in µM;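 active = inhibition of at least 50% with at least 30 cells and total cytoplasm GFP at most 10,000,000; inconclusive = under 30 cells or total GFP of 10,000,000 plus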
# KOR beta-arrestin-1: KOR agonists, beta-arrestin recruitment, primary screen, cell-based, luminescence, uHTS (AID 1777); actives 0.02% (n = 280,000); KOR beta-arrestin recruitment, luminescence; higher % means a stronger effect; Kappa-type opioid receptor (Homo sapiens); activation, % at 10 µM; hits with a dose series show EC50 in µM; in the data active = activation above about 50%, passing the limit was not always enough; note: a part of the inactive calls stands beside numbers as strong as those of hits
# Siah-1 displacement: Siah-1 peptide-binding antagonists, primary screen, biochemical, fluorescence polarization, rhodamine-plectin, uHTS (AID 1817). E3 ubiquitin-protein ligase SIAH1 (Homo sapiens). Siah-1 / rhodamine-plectin peptide fluorescence polarization; higher % means a stronger effect. actives 0.02% (n = 290,000). one-dose displacement, % at 20 µM; IC50 in µM for titrated hits;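 active = displacement of at least 50% at 20 µM, with a fluorescence ratio check between 0.3 and a set limit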;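 note: plate controls were Siah plus tracer with DMSO for no effect and tracer alone without Siah for full effect; strong numbers were not always called active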
# GPR55 antagonists: GPR55 antagonists blocking LPI-driven arrestin recruitment, primary screen, imaging, U2OS, beta-arrestin-GFP, LPI agonist (AID 2013); inhibition, % at 10 µM; hits with a dose series show IC50 in µM; actives 0.13% (n = 290,000); U2OS GPR55 beta-arrestin-GFP translocation imaging, LPI antagonism; higher % means a stronger effect; G-protein coupled receptor 55 (Homo sapiens);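 active = spots per cell inhibited over 60%, with over 100 cells counted and total cytoplasm intensity under 500,000; inconclusive = wells with under 100 cells, flagged as likely toxic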;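 note: U2OS cells stably carrying GPR55 and arrestin-GFP stimulated by 5 µM LPI near EC80; imaged beta-arrestin-GFP aggregate spots per cell after agonist stimulation; plate controls were LPI-stimulated DMSO wells for no effect and DMSO wells without LPI for full effect; some results filed as inactive read as strong as hits; confirmed hits need IC50 under 10 µM and bright autofluorescent wells are also inconclusive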
# KOR beta-arrestin-2: KOR antagonists, beta-arrestin recruitment, cell-based, luminescence, uHTS (AID 1778). Kappa-type opioid receptor (Homo sapiens). KOR beta-arrestin recruitment, luminescence, antagonist mode; higher % means a stronger effect. inhibition, % at 10 µM; hits with a dose series show IC50 in µM. actives 0.091% (n = 290,000); in the data active = inhibition above about 50%; note: strong numbers were not always called active
# Starred values were filed as active, the others as inactive; u = inconclusive; x = not tested or not shown; [ ] = remark or other dose. These rows are one share of the data (hit frequency here may not be typical).
SMILES,HIV peptide binding,GPR55 beta-arrestin,NOD1 NF-kB reporter,AID2073,GPR35 arrestin U2OS,KOR beta-arrestin-1,Siah-1 displacement,GPR55 antagonists,KOR beta-arrestin-2
COc1ccc(OCC(O)CNC(=O)Nc2cccc3ccccc23)cc1 (configuration not stated),-0.5%,0.0%,-13%,11%,22%,x,1%,-1%,-10%
COc1ccc(C(=O)Cc2cc(OC)c(OC)cc2C(=O)c2ccccc2F)cc1OC,41%,0.0%,-27%,35%,-4%,-6.3%,13%,-4%,-1%[20 µM]
COc1ccc(CC(=O)N2CCN(C(=O)c3ccco3)CC2)cc1,-0.7%,-0.1%,-18%,-21%,-13%,2.2%,1%,-3%,6%
COC(=O)C1=C(C)N(Cc2ccc(C)cc2)C(=O)C1,-2.2%,-0.1%,5%,13%,6%,1.5%,4%,27%,-2%
COc1ccc(-c2nnc(SCC(=O)N3c4ccccc4Sc4ccccc43)o2)cc1,2.0%,0.7%,-16%,12%,-7%,-1.1%,21%,13%,2%
CCCCn1c(N)c(N(CCOC)C(=O)COc2ccc(Cl)cc2)c(=O)[nH]c1=O,2.0%,0.0%,-22%,9%,-4%,-3.6%,13%,8%,-35%
COc1ccccc1N1CCN(C(=O)c2ccc(N(C)S(=O)(=O)c3ccccc3)cc2)CC1,-1.2%,-0.3%,-11%,5%,-8%,0.5%,2%,-8%,0%
CN(C)S(=O)(=O)c1cccn1-c1ncc(C(F)(F)F)cc1Cl,-0.1%,-0.1%,5%,-6%,-2%,-3.4%,0%,-1%,-2%
CCN(CC)CCN(C(=O)c1ccc2c(c1)CCCC2)c1nc2ccc(F)cc2s1,-0.8%,-0.3%,-26%,-12%,5%,-4.3%,2%,9%,-23%
COc1ccc(NC(=O)CCNS(=O)(=O)c2cc(Br)cnc2N)cc1OC,-2.1%,-0.1%,-18%,6%,-1%,-5.5%,-1%,-3%,-13%
CCN(CC(=O)Nc1ccc(Cl)c(C(F)(F)F)c1)CC(=O)NC1CCS(=O)(=O)C1 (configuration not stated),0.1%,0.1%,-29%,5%,7%,1.7%,-2%,11%,-15%
CCc1ccc(NCCC(=O)c2ccc(Br)cc2)cc1,-2.2%,-0.3%,-20%,0%,17%,-0.1%,0%,27%,0%
Cc1onc(-c2ccccc2)c1CNC(=O)Nc1ccccc1,0.4%,-0.2%,0%,5%,16%,x,-1%,-3%,12%
O=C(N/N=C/c1cc(Cl)cc([N+](=O)[O-])c1O)C1CC1,0.2%,0.2%,-9%,18%,11%,-2.3%,1%,4%,19%
CCCCCC(=O)NC(=S)NNC(=O)c1ccc([N+](=O)[O-])cc1,-3.0%,-0.4%,3%,-12%,-5%,-5.3%,-5%,15%,3%
CCC(C)(C(=O)NC1CCCC1)N(CC1CCCO1)C(=O)c1ccc2c(c1)OCO2 (configuration not stated),1.5%,-0.1%,0%,3%,6%,13%,2%,10%,21%
C=CCNC(=O)c1cc2c(=O)c3ccccc3oc2nc1C,9.3%,-0.1%,-29%,10%,-7%,-2.6%,-3%,0%,18%[20 µM]
Cc1cccc(NC(=O)c2sc3nc(N)c(C#N)cc3c2N)c1,7.1%,-0.2%,-18%,-2%,-5%,-0.8%,-3%,-2%,-6%
CC1CCCCN1c1cc(C#N)c(C#N)cc1[N+](=O)[O-] (configuration not stated),-2.8%,-0.1%,x,-3%,10%,-2.8%,-4%,21%,6%
Cc1ccc(CSCC(=O)NN=C2CCN(C)CC2)cc1,2.2%,0.8%,-30%,6%,1%,8.4%,6%,5%,-7%
CC1CCC2(CC1)NC(=O)N(CC(=O)Nc1sc3c(c1C(N)=O)CCC3)C2=O (configuration not stated),23%,0.2%,4%,17%,-9%,0.9%,3%,-18%,-29%
NC1=NC(=O)/C(=C\C=C\c2ccccc2)S1,0.2%,0.3%,-25%,1%,25%,-3.4%,13%,16%,-5%
C[N+]1(CC(=O)Nc2ccccc2Cl)CCN(C(=O)c2cccs2)CC1,-0.8%,0.0%,-11%,3%,-10%,-4.7%,0%,7%,12%
COC(=O)c1c([N+](=O)[O-])c(OC)c(OC)c(OC)c1[N+](=O)[O-],1.1%,-0.3%,-21%,13%,-5%,-5.8%,1%,12%,-2%
COc1ccc2cc3cc(C(=O)N4CCN(Cc5ccc6c(c5)OCO6)CC4)oc3nc2c1,-1.1%,0.2%,7%,8%,-11%,4.7%,-1%,1%,-34%

# Some values from the entries so far:
# COc1ccc(-c2nnc(SCC(=O)N3c4ccccc4Sc4ccccc43)o2)cc1 | GPR35 arrestin U2OS: -7%
# Cc1onc(-c2ccccc2)c1CNC(=O)Nc1ccccc1 | Siah-1 displacement: -1%

# Next part.
SMILES,HIV peptide binding,GPR55 beta-arrestin,NOD1 NF-kB reporter,AID2073,GPR35 arrestin U2OS,KOR beta-arrestin-1,Siah-1 displacement,GPR55 antagonists,KOR beta-arrestin-2
O=C(Nc1ccc2c(c1)OCCO2)c1ccc(Cl)c(S(=O)(=O)N2CCOCC2)c1,-0.4%,-0.2%,-2%,2%,-9%,0.7%,-4%,2%,19%
Cc1nn(S(=O)(=O)c2ccccc2)c(C)c1Sc1ccc([N+](=O)[O-])cc1,2.0%,0.1%,6%,2%,2%,-4.2%,2%,3%,19%
CCCc1nc2n[nH]c(N)c2c2c1CCCC2,4.0%,-0.2%,1%,-2%,14%,0.1%,4%,-1%,10%
O=C(COc1ccc2c(c1)CCC2)NCc1ccc(Cl)cc1,0.0%,0.3%,1%,2%,14%,1.8%,6%,14%,-4%
c1cncc(-c2nnc(C3CCCCC3)o2)c1,0.4%,-0.3%,12%,-1%,-6%,0.4%,1%,7%,-16%
CCn1nnnc1SCC(=O)NCc1ccco1,2.6%,-0.2%,-32%,-7%,11%,3.2%,-1%,4%,-10%
S=c1[nH]nc(-c2ccccn2)n1/N=C/c1cccc2ccccc12,-2.3%,0.1%,-18%,19%,-17%,9.3%,2%,6%,-4%
Cc1ccc(CNc2ccc(N3CCOCC3)cc2)cc1,-0.8%,-0.1%,-40%,-21%,8%,-1.6%,1%,10%,-35%[20 µM]
CN(C)c1cccc(C(=O)Nc2ccc3nc4n(c(=O)c3c2)CCCCC4)c1,1.1%,-0.2%,-25%,5%,2%,-8.2%,-1%,1%,12%
O=C(Cc1c(Cl)cccc1Cl)Nc1ccc(S(=O)(=O)Nc2ncccn2)cc1,-0.1%,-0.2%,16%,10%,8%,1.1%,-5%,4%,-44%
CCc1cc(C(=O)N=Nc2c(O)[nH]c3ccc([N+](=O)[O-])cc23)c2ccccc2n1,23%,-0.2%,-2%,31%,-3%,0.8%,2%,5%,3%
CCc1c(C(=O)OCc2ccccc2)[nH]c(C)c1C,1.6%,0.1%,-12%,-2%,10%,3.4%,0%,-5%,-28%
Cc1ccc(-c2nn3c(C)nnc3c3ccccc23)cc1S(=O)(=O)N(C)CCO,1.3%,-0.1%,-62%,4%,9%,-6.6%,2%,-2%,-22%
CC(C(=O)O)n1cc(Cl)cn1 (configuration not stated),-1.0%,-0.3%,-9%,1%,-18%,1.9%,4%,20%,7%
N#CCc1c(C#N)c(N)nc(N2CCN(Cc3ccc4c(c3)OCO4)CC2)c1C#N,1.9%,-0.2%,21%,-5%,-11%,4.2%,-2%,-1%,-32%
CCOC(=O)c1sc(N2C(=O)C(O)=C(C(=O)c3ccc(C)o3)C2c2cccc([N+](=O)[O-])c2)nc1C (configuration not stated),18µM*,-0.2%,9%,-2%,-14%,2.6%,2%,-2%,-10%
CCNC(=O)NC(=O)C(C)OC(=O)C1CCN(S(=O)(=O)c2ccccc2F)CC1 (configuration not stated),-0.1%,0.1%,-27%,1%,-5%,7.2%,0%,10%,-17%
COc1ccc(N=c2oc3cc(O)ccc3cc2C(=O)NCC2CCCO2)cc1 (configuration not stated),-0.7%,-0.1%,-59%,13%,11%,-3.4%,8%,18%,13%
COc1ccc(-c2cc3ccccc3oc2=O)cc1NC(=O)c1ccc(Br)o1,-0.1%,-0.1%,-47%,46%,2%,-5.4%,13%,7%,3%
Cn1c(SCC(=O)Nc2ccc(Br)cn2)nnc1C1CC1,0.9%,0.9%,-38%,5%,3%,0.7%,-2%,5%,-4%
CCCc1nn2c(=O)cc(CSCC(=O)Nc3cccc(OC)c3)nc2s1,0.1%,-0.1%,-8%,7%,12%,1.7%,0%,-3%,-43%
CCOc1cc(C(=O)N2CCN(C/C=C/c3ccccc3)CC2)cc(OCC)c1OCC,-2.2%,-0.1%,-7%,-3%,11%,0.5%,2%,-5%,-11%
O=[N+]([O-])c1ccc(CN2CCC(Cc3ccccc3)CC2)cc1,0.4%,0.5%,12%,2%,3%,-3.1%,14%,24%,-16%[20 µM]
COc1ccc(CNS(=O)(=O)c2ccc(S(=O)(=O)N3CCCCC3)cc2)cc1,1.1%,-0.2%,-23%,5%,12%,8.0%,-2%,-6%,9%
COc1ccc([N+](=O)[O-])cc1NC(=O)c1ccco1,-0.7%,-0.1%,-4%,u,7%,x,0%,5%,-23%[20 µM]
SMILES,HIV peptide binding,GPR55 beta-arrestin,NOD1 NF-kB reporter,AID2073,GPR35 arrestin U2OS,KOR beta-arrestin-1,Siah-1 displacement,GPR55 antagonists,KOR beta-arrestin-2
Cc1cc(C)c(C#N)c(SCSCc2ccccc2)n1,10%,-0.2%,-2%,-4%,-5%,6.2%,-1%,1%,-56%
Cc1cc(C)c(/C=C(\C#N)C(N)=S)c(C)c1,-2.6%,-0.5%,106%*,62%,-3%,7.5%,-1%,-4%,-47%
CN1/C(=C\C(=O)COC(=O)c2ccc(O)c(O)c2)C(C)(C)c2ccccc21,18%,-0.2%,2%,6%,-3%,-2.0%,-6%,6%,-29%
O=C(CNC(=O)N1CC(=O)Nc2ccccc21)NCc1ccccc1,1.0%,-0.1%,-30%,6%,23%,2.0%,0%,6%,-18%
O=C(c1ccc2c(c1)N(Cc1ccccc1F)C(=O)c1ccccc1S2)N1CCOCC1,-2.4%,-0.1%,10%,13%,-6%,0.3%,-3%,0%,-22%
N#C/C(=C(/O)COC(=O)CCCNC(=O)c1ccc(Cl)cc1)c1nc2ccccc2[nH]1,9.0%,-0.1%,86%*,24%,-4%,9.2%,2%,5%,-20%
Cc1nnc(Oc2ccc([N+](=O)[O-])cc2)c2ccccc12,0.4%,-0.1%,-4%,12%,5%,-5.5%,4%,17%,12%
